# Bioassay records from PubChem.
# All columns: NCI-60 one-dose screen, growth in % after 48 h at 10 µM unless noted; 100 = growth as untreated, 0 = no growth, -100 = all killed.
# HCT-116 = HCT-116 colon cancer; actives 7.3% (n = 82,000); AID 1794798
# NCI-H460 = NCI-H460 lung cancer; actives 6.8% (n = 82,000); AID 1794736
# COLO 205 = COLO 205 colon cancer; AID 1794742; actives 7.3% (n = 79,000)
# HT29 = HT29 colon cancer. actives 7.4% (n = 81,000)
# HCT-15 = HCT-15 colon cancer. actives 5.2% (n = 82,000)
# NCI-H522 = NCI-H522 lung cancer. actives 8% (n = 78,000). AID 1794739
# NCI-H226 = NCI-H226 lung cancer; actives 3.5% (n = 79,000)
# NCI-H322M = NCI-H322M lung cancer; actives 2.7% (n = 80,000); AID 1794733
# NCI/ADR-RES = NCI/ADR-RES ovarian cells; actives 4.4% (n = 81,000); AID 1794790
# The depositor's hits bear a star; . = no result given; & = joins results of further samples. The calls were made as follows: active = growth percent below 10; inactive = the rest. These rows are one share of the data; rates above refer to the full screens.
# The opening 13 entries, ahead of the listing:
canonical_smiles	HCT-116	NCI-H460	COLO 205	HT29	HCT-15	NCI-H522	NCI-H226	NCI-H322M	NCI/ADR-RES
Cc1cc(=O)oc2cc(O)ccc12	107	115	116	101	106	105	106	104	111
Cn1cc(-c2nnc(N)nc2-c2c[nH]c3ccc(Br)cc23)c2cc(F)ccc21	89	98	114	90	86	85	116	93	93
O=C(c1ccc2nc(NS(=O)(=O)c3ccc4ccccc4c3)sc2c1)N1CCN(c2ccccc2)CC1	95	96	102	94	96	79	91	85	96
Cn1cc(-c2nnc(N)nc2-c2c[nH]c3ccccc23)c2ccccc21	89	98	110	98	92	85	83	96	100
C#C[C@]1(O)CCC2C3CCC4=CC(=O)CC[C@@H]4C3CCC21CC (stereo partly drawn)	105	106	113	103	104	97	90	.	99
CCCOc1ccc(C(=O)OCCN(CC)CC)cc1N	111	113	112	104	110	.	104	.	104
CN1C(=O)NC(Cc2c[nH]c3c(Cl)cccc23)C1=O (stereo not drawn)	108	112	105	110	100	96	94	120	100
COC(=O)C(C)(C)C1Oc2ccc(Br)cc2C(=O)/C1=C\NS(=O)(=O)c1ccc(C)cc1 (stereo not drawn)	100	109	113	100	105	83	88	95	101
Cc1cc(Nc2cc(N3CCN(C)CC3)nc(/C=C/c3ccccc3)n2)n[nH]1	0.9*	5.3*	-63*	-34*	13	-12*	18	30	16
N=c1nc(N2CCCCC2)cc(N)n1O	106	113	106	107	97	103	93	126	122
[2H]C1([2H])N(c2ccc(NC(=O)c3cccc(-c4ccc(OC(F)(F)F)cc4)c3C)cn2)C([2H])([2H])[C@]([2H])(C)O[C@]1([2H])C	72	92	91	91	87	61	72	93	85
C=C[C@H]1CN2CC[C@H]1C[C@@H]2[C@H](O)c1ccnc2ccc(OC)cc12	.	.	.	93	.	.	.	.	103
O=C(Nc1ccc(Oc2ccc(Br)cc2)cc1)c1ccc2nc(NS(=O)(=O)c3ccc4ccccc4c3)sc2c1	97	109	103	101	99	80	85	96	94

# This part in full (from the top)
canonical_smiles	HCT-116	NCI-H460	COLO 205	HT29	HCT-15	NCI-H522	NCI-H226	NCI-H322M	NCI/ADR-RES
Cc1cc(=O)oc2cc(O)ccc12	107	115	116	101	106	105	106	104	111
Cn1cc(-c2nnc(N)nc2-c2c[nH]c3ccc(Br)cc23)c2cc(F)ccc21	89	98	114	90	86	85	116	93	93
O=C(c1ccc2nc(NS(=O)(=O)c3ccc4ccccc4c3)sc2c1)N1CCN(c2ccccc2)CC1	95	96	102	94	96	79	91	85	96
Cn1cc(-c2nnc(N)nc2-c2c[nH]c3ccccc23)c2ccccc21	89	98	110	98	92	85	83	96	100
C#C[C@]1(O)CCC2C3CCC4=CC(=O)CC[C@@H]4C3CCC21CC (stereo partly drawn)	105	106	113	103	104	97	90	.	99
CCCOc1ccc(C(=O)OCCN(CC)CC)cc1N	111	113	112	104	110	.	104	.	104
CN1C(=O)NC(Cc2c[nH]c3c(Cl)cccc23)C1=O (stereo not drawn)	108	112	105	110	100	96	94	120	100
COC(=O)C(C)(C)C1Oc2ccc(Br)cc2C(=O)/C1=C\NS(=O)(=O)c1ccc(C)cc1 (stereo not drawn)	100	109	113	100	105	83	88	95	101
Cc1cc(Nc2cc(N3CCN(C)CC3)nc(/C=C/c3ccccc3)n2)n[nH]1	0.9*	5.3*	-63*	-34*	13	-12*	18	30	16
N=c1nc(N2CCCCC2)cc(N)n1O	106	113	106	107	97	103	93	126	122
[2H]C1([2H])N(c2ccc(NC(=O)c3cccc(-c4ccc(OC(F)(F)F)cc4)c3C)cn2)C([2H])([2H])[C@]([2H])(C)O[C@]1([2H])C	72	92	91	91	87	61	72	93	85
C=C[C@H]1CN2CC[C@H]1C[C@@H]2[C@H](O)c1ccnc2ccc(OC)cc12	.	.	.	93	.	.	.	.	103
O=C(Nc1ccc(Oc2ccc(Br)cc2)cc1)c1ccc2nc(NS(=O)(=O)c3ccc4ccccc4c3)sc2c1	97	109	103	101	99	80	85	96	94
Cn1cnc(-c2cc3nccc(Oc4ccc(NC(=S)NC(=O)Cc5ccccc5)cc4F)c3s2)c1	79	94	89	63	85	42	55	108	96
COC(=O)c1ccccc1O	95	114	.	102	105	89	96	125	103
CC(=O)N[C@@H](Cc1ccccc1)C(=O)O	111	104	102	100	105	106	108	102	98
CC12CCC3C(=CCc4cc(O)ccc43)C1CCC2=O (stereo not drawn)	102	108	111	95	96	97	102	95	102
CCCCOc1cc(C(=O)OCCN(CC)CC)ccc1N	110	105	104	92	103	.	99	.	97
Cn1cc(-c2nnc(-c3cn(C)c4ncc(Br)cc34)o2)c2cc(Br)ccc21	105	99	111	107	101	103	82	96	102
COCC(=O)NC/C=C/c1ccc2ncnc(Nc3ccc(Oc4ccc(C)nc4)c(C)c3)c2c1	29	51	9.5*	12	33	15	54	11	57
CCCCC(=O)O[C@]1(C(=O)CO)[C@@H](C)CC2C3CCC4=CC(=O)C=C[C@]4(C)[C@@]3(F)C(O)C[C@@]21C (stereo partly drawn)	99	98	103	108	118	93	70	108	86
O=C(/C=C/c1ccc(Cl)nc1)c1ccc(Cl)nc1	105	102	111	110	105	95	108	111	107
COc1ccc(-c2cc(C(F)F)nn2-c2ccc(S(N)(=O)=O)cc2)cc1F	98	105	102	101	104	72	98	89	94
COC(=O)N/N=C/c1c[n+]([O-])c2ccccc2[n+]1[O-]	104	105	-45*	106	106	93	109	98	102
CC[C@@H]1OC(=O)C[C@@H](O)[C@H](C)[C@@H](O[C@@H]2O[C@H](C)[C@@H](O)[C@H](N(C)C)[C@H]2O)[C@@H](CCN2C[C@H](C)C[C@H](C)C2)C[C@@H](C)C(=O)/C=C/C(C)=C\[C@@H]1CO[C@@H]1O[C@H](C)[C@@H](O)[C@@H](OC)[C@H]1OC	100	112	109	99	106	.	102	.	107
CC(Cc1cccc(C(F)(F)F)c1)NCCOC(=O)c1ccccc1 (stereo not drawn)	100	114	106	115	105	100	98	100	93
CN[C@@H]1[C@H](O)[C@H](NC)[C@H]2O[C@@]3(O)C(=O)C[C@@H](C)O[C@H]3O[C@@H]2[C@H]1O	98	101	100	104	95	92	92	99	103
[2H]C1([2H])NC([2H])([2H])C([2H])([2H])N(c2ccc(Nc3ncc4cc(C(=O)N(C)C)n(C5CCCC5)c4n3)nc2)C1([2H])[2H]	55	63	38	34	85	83	71	79	104
O=[N+]([O-])c1cncn1CCN1CCOCC1	99	108	114	110	103	108	108	111	107
COc1cc(CCc2cc(NC(=O)c3ccc(N4C[C@@H](C)N[C@@H](C)C4)cc3)n[nH]2)cc(OC)c1	26	25	9.2*	4.2*	54	40	46	23	91

# More entries.
# The line under a structure holds: HCT-116	NCI-H460	COLO 205	HT29	HCT-15	NCI-H522	NCI-H226	NCI-H322M	NCI/ADR-RES
- CCn1ccc(NS(=O)(=O)c2ccc(N)cc2)nc1=O
→ 101	101	109	121	134	15	97	98	102
- Cc1ncc(-c2ccnc(Nc3ccc(S(C)(=O)=O)cc3)n2)n1C(C)C
→ 0.0*	-17*	-27*	-17*	1.3*	-25*	6.3*	-11*	1.8*
- Cl
→ 104	107	115	106	102	.	105	.	102
- O=C(O)CS
→ 101	109	107	106	103	107	92	101	101
- O=C(O)c1cc(=O)c2ccccc2o1
→ 111	109	109	104	106	99	113	101	108
- CN(C)c1ccc(C2=NN(c3ccc(S(=O)(=O)NC(=O)NCc4ccccc4)cc3)C(c3ccccc3)C2)cc1 (stereo not drawn)
→ 98	102	109	107	90	87	96	112	99
- CC(=O)Oc1ccc2c(C)cc(=O)oc2c1
→ 98	107	103	98	101	86	103	105	102
- COc1ccc(-c2cc(=O)c3c(O)cc(OC)cc3o2)cc1
→ 70	93	.	106	74	64	.	91	63
- C/C(=N/O)c1ccc(N2C(=O)CCC2=O)cc1
→ 105	108	110	112	99	103	97	96	98
- CC(=O)OCC(=O)[C@@]1(O)CCC2C3CCC4=CC(=O)C=C[C@]4(C)[C@@]3(F)[C@@H](O)C[C@@]21C (stereo partly drawn)
→ .	.	.	.	.	.	.	.	81
- COC(=O)C(C)(C)C1Oc2ccc(C)cc2C(=O)/C1=C\NS(=O)(=O)c1ccc(OC)cc1 (stereo not drawn)
→ 106	110	117	96	108	91	99	96	105
- O=C(NC1CCN(CCc2c[nH]c3ccccc23)CC1)c1ccccc1
→ 89	108	101	95	109	84	117	.	103
- O=C(c1cccs1)C1C(c2ccc(Cl)cc2Cl)CC(O)(c2cccs2)C(C(=O)c2cccs2)C1c1ccc(Cl)cc1Cl (stereo not drawn)
→ 79	90	99	90	96	81	74	97	103
- CC(C)NNC(=O)c1ccncc1
→ 104&106	109&100	125&110	114&123	92&110	107&101	90&103	105&101	97&107
- COc1ccc2c(c1)c(-c1noc(C(=O)c3cn(C)c4ccc(F)cc34)n1)cn2C
→ 98	104	116	96	101	81	99	92	102
- CCCCN(CCCC)CCCOC(=O)c1ccc(N)cc1
→ 58	78	57	31	101	67	77	98	94
- c1cn2cc(-c3ccc4cn[nH]c4c3)nc(Nc3ccc(N4CCOCC4)cc3)c2n1
→ 52	42	61	33	67	24	21	70	39

# Single records (already shown). Screens in order: HCT-116, NCI-H460, COLO 205, HT29, HCT-15, NCI-H522, NCI-H226, NCI-H322M, NCI/ADR-RES
# Entry for COc1ccc2c(c1)c(-c1noc(C(=O)c3cn(C)c4ccc(F)cc34)n1)cn2C = 98, 104, 116, 96, 101, 81, 99, 92, 102
# Entry for O=C(O)c1cc(=O)c2ccccc2o1 = 111, 109, 109, 104, 106, 99, 113, 101, 108
